# Screening data: PubChem, National Center for Advancing Translational Sciences (NCATS)
# GAA glycogen mod – qHTS Assay for Inhibitors and Activators of Human alpha-Glucosidase Cleavage of Glycogen; Lysosomal alpha-glucosidase (Homo sapiens), P10253; recombinant GAA, glycogen substrate, Amplex Red glucose oxidase fluorescence; Potency, µM (highest dose often 76.4 µM), inactives show at the top dose activity change, negative = inhibition, usual class: inhibitors; 300,000 tested, 0.38% active;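 also: 0% = full enzyme reaction and -100% = no-enzyme basal signal; the screen sought inhibitors and activators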
#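 Natural-substrate format: glycogen cleavage by 4 nM human enzyme, glucose read by Amplex Red coupling (Ex 573, Em 610 nm). Normalized to enzyme and no-enzyme controls.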
# TexasRed fluor – Total Fluorescence Counterscreen for Inhibitors of the Interaction of Thyroid Hormone Receptor and Steroid Receptor Coregulator 2; TRb/SRC2 Texas Red total fluorescence interference; Potency, µM (doses to about 106 µM), for the others: at the top dose fluorescence change, negative = quenching; 280,000 tested, 0.29% active; AID 1479, 2009; active = well fitted curve in either direction with a large enough effect; inconclusive = small, poorly fitted or top-dose-only effect
#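 Human TRβ ligand-binding domain (0.6 uM) and Texas Red SRC2 peptide (20 nM) in Tris buffer with 1 uM T3 and 5% DMSO were incubated with pinned compound for 5 hr at ambient temperature. Total fluorescence was computed as S + 2P (555/632 nm).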
# TRb-SRC2 inh – qHTS for Inhibitors of the Interaction of Thyroid Hormone Receptor and Steroid Receptor Coregulator 2. Thyroid hormone receptor beta (Homo sapiens), P10828. TRbeta-SRC2 peptide binding, fluorescence polarization; receptor liganded with 1 µM T3. Potency, µM (top dose mostly 106 µM), inactives show top-dose activity change, negative = inhibition, actives largely listed as inhibitors. 280,000 tested, 0.065% active. AID 1469, 2008;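 also: plate controls were bound peptide for no effect and peptide without receptor for full effect; nearly all actives have a fitted effect of over 50% in size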
# Target sequence (P10828 whole entry, looked up): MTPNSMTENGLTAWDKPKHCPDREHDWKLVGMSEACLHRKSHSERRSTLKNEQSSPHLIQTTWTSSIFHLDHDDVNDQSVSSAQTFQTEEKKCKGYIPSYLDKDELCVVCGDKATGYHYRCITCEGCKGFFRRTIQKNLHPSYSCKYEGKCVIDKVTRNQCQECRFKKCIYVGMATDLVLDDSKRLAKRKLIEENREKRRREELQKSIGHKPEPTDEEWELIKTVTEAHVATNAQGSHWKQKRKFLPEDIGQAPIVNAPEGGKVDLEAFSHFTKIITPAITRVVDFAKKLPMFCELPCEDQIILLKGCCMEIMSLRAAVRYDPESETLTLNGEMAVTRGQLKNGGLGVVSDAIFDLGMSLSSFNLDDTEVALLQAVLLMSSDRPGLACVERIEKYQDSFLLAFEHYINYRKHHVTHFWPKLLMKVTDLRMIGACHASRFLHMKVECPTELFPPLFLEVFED
#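 Quantitative HTS by FP: 0.6 uM TRb LBD, 20 nM labeled SRC2 20-mer, 1 uM T3, 5% DMSO; 5 hr ambient incubation; % activity per concentration and potencies from concentration series.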
# * marks the source's active call; other numbers are inactive results; ? = inconclusive; & = joins results of further samples; [ ] = dose if it differs, or a comment. Unless noted, calls follow the shape of the dose curve; as a rule, active = well fitted curve in the direction sought with a large enough effect; inconclusive = small, poorly fitted or top-dose-only effect, or another doubt; inactive = no such curve, though single readings can be large; an effect the other way counts as inactive or inconclusive. Unless noted, % is scaled to controls: 0 for no effect and ±100 for the full control effect; potency is read from the fitted curve at half-maximal effect.
SMILES,GAA glycogen mod,TexasRed fluor,TRb-SRC2 inh
Cc1ccccc1Nc1cc(C(=O)NCCc2ccc(Cl)cc2)c2ccccc2n1,-4%[76.3 µM],-2%,0%
COc1ccc(NC(=O)C2=C(C)Nc3nc(SCc4ccccc4C)nn3C2c2cc(OC)c(O)c(OC)c2)cc1 (stereo unspecified),0%[76.3 µM],5%,-6%
COc1ccc(-c2ccc3c(N)c(C(=O)Nc4cccc(C)c4)sc3n2)cc1,17%[76.3 µM],-3%,0%
Cc1c2cnn(CC(=O)NCc3ccc(Cl)cc3)c(=O)c2c(C)n1Cc1ccc(F)cc1,-11%[76.3 µM],-1%,0%
COc1ccc(CCNC(=O)c2cn(C)c3ccc(S(=O)(=O)N(C)C4CCCCC4)cc3c2=O)cc1OC,-6%[76.3 µM],-1%,5%
CN(C)CCNC(=O)Cn1c(=O)c2cccn2c2ccc(F)cc21,-8%,9%,4%
COc1cc(CN(C(=O)c2cc3ccccc3oc2=O)C2CCS(=O)(=O)C2)cc(OC)c1OC (stereo unspecified),2%&-1%[76.3 µM],3%,-1%
COC(=O)c1cc(NC(=O)[C@H](CCS(C)(=O)=O)N2Cc3ccccc3C2=O)cc(C(=O)OC)c1,?,?,-1%
CCCCN(CC)C(=O)Cn1c(=O)n(-c2ccc(OCC)cc2)c(=O)c2c3c(sc21)CCCC3,8%[76.3 µM],-4%,2%
COc1ccc(CNC(=O)CCc2c(C)nc3nc(CNC(=O)OC(C)(C)C)nn3c2C)cc1,15%[76.3 µM],-2%,7%
Cc1nn(CCCC(=O)NCc2ccccc2Br)c(=O)c2c1sc1ccccc12,7%[76.3 µM],-1%,0%
Cc1ccc(NC(=O)CCc2c(C)nc3cc(-c4ccccc4)nn3c2C)cc1F,0%[76.3 µM],-6%,0%
CCOc1ccc(NC(=O)c2ccc(-c3ccccc3)s2)cc1,14%[76.3 µM],0%,-3%
Cc1cccc(N2CCN(C(=O)c3cc4c(=O)oc5ccccc5c4s3)CC2C)c1 (stereo unspecified),-3%[76.3 µM],-1%,-4%
COc1ccc(OC(C)C(=O)NCc2nc(-c3cccc(C)c3)no2)cc1 (stereo unspecified),11%[76.3 µM],2%,-2%
COc1ccc(Cl)cc1C(=O)Nc1ccc2nc(Nc3cccc(Cl)c3)cc(C)c2c1,-7%[76.3 µM],0%,4%
CCOc1ccc(CNC(=O)c2ccc(CS(=O)c3ccccc3)o2)cc1 (stereo unspecified),15%[76.3 µM],-2%,2%
CC(C)c1ccc(NS(=O)(=O)c2cc(Br)cc3c2N(C(=O)C2CC2)CC3)cc1,-12%[76.3 µM],2%,3%
COc1ccc(C(=O)N(Cc2sccc2C)C2CCS(=O)(=O)C2)cc1Cl (stereo unspecified),-5%[76.3 µM],4%,-16%
Cc1ccc2c(c1)C(=O)OC(C(=O)Nc1ncc(Cc3ccc(Cl)cc3)s1)C2 (stereo unspecified),8%[76.3 µM],-7%,11%

# Taken from the listing (ten entries):
SMILES,GAA glycogen mod,TexasRed fluor,TRb-SRC2 inh
COc1ccc(-c2ccc3c(N)c(C(=O)Nc4cccc(C)c4)sc3n2)cc1,17%[76.3 µM],-3%,0%
Cc1c2cnn(CC(=O)NCc3ccc(Cl)cc3)c(=O)c2c(C)n1Cc1ccc(F)cc1,-11%[76.3 µM],-1%,0%
COc1ccc(CCNC(=O)c2cn(C)c3ccc(S(=O)(=O)N(C)C4CCCCC4)cc3c2=O)cc1OC,-6%[76.3 µM],-1%,5%
CN(C)CCNC(=O)Cn1c(=O)c2cccn2c2ccc(F)cc21,-8%,9%,4%
COc1cc(CN(C(=O)c2cc3ccccc3oc2=O)C2CCS(=O)(=O)C2)cc(OC)c1OC (stereo unspecified),2%&-1%[76.3 µM],3%,-1%
COC(=O)c1cc(NC(=O)[C@H](CCS(C)(=O)=O)N2Cc3ccccc3C2=O)cc(C(=O)OC)c1,?,?,-1%
CCCCN(CC)C(=O)Cn1c(=O)n(-c2ccc(OCC)cc2)c(=O)c2c3c(sc21)CCCC3,8%[76.3 µM],-4%,2%
COc1ccc(CNC(=O)CCc2c(C)nc3nc(CNC(=O)OC(C)(C)C)nn3c2C)cc1,15%[76.3 µM],-2%,7%
Cc1nn(CCCC(=O)NCc2ccccc2Br)c(=O)c2c1sc1ccccc12,7%[76.3 µM],-1%,0%
Cc1ccc(NC(=O)CCc2c(C)nc3cc(-c4ccccc4)nn3c2C)cc1F,0%[76.3 µM],-6%,0%

# Remaining list, next part:
SMILES,GAA glycogen mod,TexasRed fluor,TRb-SRC2 inh
O=C(NCCc1ccccc1)c1ccc2nc(N3CCCCC3)sc2c1,17%[76.3 µM],0%,2%
Cc1ccccc1CCNC(=O)c1ccc(Cn2c(=O)c3cccn3c3cccnc32)cc1,1%[76.3 µM],0%,5%
COC(=O)c1cc2sc(C)cc2n1CC(=O)Nc1ccc(C)c(C)c1,14%[76.3 µM],?,-3%
CCCC(=O)Nc1cc2nn(-c3ccccc3)nc2cc1C,12%[76.3 µM],1%,-1%
O=c1c2cnn(-c3ccc(Cl)cc3)c2ncn1Cc1cccc(C(F)(F)F)c1,-4%[76.3 µM],-4%,8%
O=C(NC1(C(F)(F)F)NC(=O)N(CCc2ccccc2)C1=O)c1ccccc1F (stereo unspecified),9%[76.3 µM],4%,5%
COc1ccc(N(CC(=O)Nc2ccc(Cl)cc2C)S(=O)(=O)c2ccccc2)c(OC)c1,-18%[76.3 µM],0%,-3%
Cc1ccc(C)c(N2CCN(C(=O)CN3C(=O)COc4ccc(S(=O)(=O)N5CCCCCC5)cc43)CC2)c1,-12%[76.3 µM],-1%,1%
Cc1ccc(C(=O)Nc2ccc(NC(=O)c3cccs3)cc2)cc1C,14%[76.3 µM],-14%,-3%
CCCCCOc1ccc(/C=C/C(=O)Nc2sc3c(c2C(=O)OCC)CCC3)cc1OC,6%[76.3 µM],-11%,-7%
Cc1ccccc1-c1nc(CS(=O)(=O)CC(=O)NC(C)c2ccccc2)c(C)o1 (stereo unspecified),-2%&-11%[76.3 µM],2%,-9%
CC(C)Oc1ccc(CNC(=O)CCCn2c(=O)c3cccn3c3ccccc32)cc1,-12%[76.3 µM],?,-6%
Cc1cc(Cl)ccc1NC(=O)Cn1nnc2sc(-c3ccccc3)cc2c1=O,-5%[76.3 µM],-1%,3%
Cc1ccc(NC(=O)[C@H](Cc2ccccc2)N2Cc3ccccc3C2=O)cc1,5%[76.3 µM],-4%,1%
COc1ccc(-c2cn3nc(N4CCCC(C(=O)Nc5ccc(Cl)cc5C)C4)sc3n2)cc1 (stereo unspecified),-8%[76.3 µM],3%,5%
O=C(Nc1cc2c(cc1C(=O)c1cccc(Br)c1)OCCO2)c1ccccc1F,-11%[76.3 µM],1%,-7%
Cc1ccc(NC(=O)CCSc2nc(-c3ccco3)cc(C(F)(F)F)n2)cc1F,-11%[76.3 µM],2%,2%
COc1ccc(-c2noc(CCC(=O)Nc3cccc(C)c3C)n2)cc1OC,8%[76.3 µM],?,-7%
Cc1ccc(N(CC(=O)N2CCN(c3cc(Cl)ccc3C)CC2)S(=O)(=O)c2c(C)noc2C)cc1,-16%[76.3 µM],-1%,-2%
COC(=O)CSc1nc2sc3c(c2c(=O)n1-c1ccc(C)cc1)CC(C(C)C)OC3 (stereo unspecified),9%[76.3 µM],-2%,-1%
Cc1nn(C(C)C(=O)NC2CCC(C)CC2)c(=O)c2c1sc1ccccc12 (stereo unspecified),-5%[76.3 µM],-1%,-3%
O=C(Cn1cnc(S(=O)(=O)N2CCCC2)c1)Nc1cccc(F)c1,-7%[76.3 µM],-4%,5%
CC(C)N(C(=O)c1cc2c(Cl)nc3ccccc3c2s1)C1CCCCC1,12%[76.3 µM],-18%,3%
CCN(CC)CCNC(=O)c1ccc2c(c1)N(Cc1ccccc1)C(=O)c1ccccc1S2=O (stereo unspecified),21%[76.3 µM],2%,-4%
CCOc1ccc(CCNC(=O)Cn2c(C)c3cnn(-c4ccccc4)c(=O)c3c2C)cc1,-9%[76.3 µM],-2%,2%
COc1ccc(CN2C(=O)c3oc4ccc(F)cc4c(=O)c3C2c2ccc(O)cc2)cc1 (stereo unspecified),19%[76.3 µM],5%,2%
Cc1ccn2cc(CNC(=O)c3cccc(C(F)(F)F)c3)nc2c1,-9%[76.3 µM],-2%,9%
O=[N+]([O-])c1cc(-c2nc(-c3cccnc3)no2)ccc1NCc1ccccc1,-16%[76.3 µM],-2%,7%
CCOc1ccc(N(CC)S(=O)(=O)c2cc(Br)cc3c2N(C(C)=O)C(C)C3)cc1 (stereo unspecified),-7%[76.3 µM],-3%,2%
COc1ccc(CCNc2nc(-c3ccc(OC)c(OC)c3)cc(C(F)(F)F)n2)cc1OC,-17%[76.3 µM],0%,7%
Cc1ccc(Cn2c(SCc3ccc(C(=O)N4CCCCC4)cc3)nc3ccncc32)cc1,11%[76.3 µM],-1%,-1%
COc1ccc(OCc2ccc(-c3nc(C#N)c(N4CCC(C)CC4)o3)o2)cc1,-1%[76.3 µM],-12%,-3%
Cc1ccc(-c2nc(CSc3nncn4c3cc3occc34)c(C)o2)cc1,-12%[76.3 µM],-2%,5%
COC(=O)c1ccc(OC)c(Cn2c(=O)n(-c3ccc(C)cc3)c(=O)c3c2cnn3C)c1,12%[76.3 µM],-1%,-4%
Cc1c(C(=O)NCc2cccc(Cl)c2)sc2nc3n(c(=O)c12)CCCC3,5%[76.3 µM],2%,-2%
CC(=O)N1CCCC1c1nc2ccccc2n1Cc1cccc(Cl)c1 (stereo unspecified),-7%[76.3 µM],-1%,0%
O=C(CCSCc1cccc(F)c1)NCCc1ccccc1,-5%,-4%,-3%
O=C(NCCc1ccc(Cl)cc1)c1cc2c(s1)-c1ccccc1OC2,11%[76.3 µM],-20%,1%
CCC1CN(C(=O)N2CCC(C(=O)NCc3ccc(N(C)C)cc3)CC2)c2ccccc2O1 (stereo unspecified),-14%[76.3 µM],2%,-1%
CCOc1ccc(-c2nc(Cn3ccn4nc(-c5ccc(OCC)c(Cl)c5)cc4c3=O)c(C)o2)cc1,6%[76.3 µM],6%,-10%
COc1cc2[nH]c(=O)n(Cc3ccc(C(=O)N4CCN(c5cccc(C)c5C)CC4)cc3)c(=O)c2cc1OC,-5%[76.3 µM],-3%,1%
CCOc1cccc(OCCCn2c(-c3ccc(Br)cc3)nc3ccccc3c2=O)c1,19%[76.3 µM],-3%,10%
Cc1nc2c3ccccc3nc(NNC(=O)CCC(=O)N3CCN(c4cccc(Cl)c4)CC3)n2n1,?,5%,2%
COCCNc1nc2c(c(=O)n(Cc3cccc(Cl)c3)c(=O)n2C)n1C,-2%,-1%,-9%
COc1cccc(CNc2nc3ccccc3c3nc(-c4cccc(C)c4)nn23)c1,6%[76.3 µM],-26%,0%
CCc1ccc(NC(=O)CSc2nc3c(c(=O)[nH]2)CN(Cc2ccc4c(c2)OCO4)CC3)cc1,9%[76.3 µM],-2%,-4%
CCOc1cc2sc(N3CCC(C(=O)Nc4ccc(C)cc4C)CC3)nc2cc1Br,16%[76.3 µM],7%,11%
COc1ccc(C(=O)Nc2ccccc2)cc1S(=O)(=O)Nc1ccc(Br)cc1,2%[76.3 µM],-6%,4%
Cc1ccc(CSc2ccc3nnc(CCNS(=O)(=O)c4ccc(C)cc4)n3n2)cc1,15%[76.3 µM],-2%,2%
Cc1ccc2c(c1)N(CC(=O)NCCc1ccccc1)C(=O)CO2,-6%[76.3 µM],-8%,7%
# (continued)
SMILES,GAA glycogen mod,TexasRed fluor,TRb-SRC2 inh
Cc1cccc(C)c1NC(=O)Cn1c(=O)n(Cc2ccco2)c(=O)c2ccc(C(=O)NC3CCCC3)cc21,14%[76.3 µM],-1%,-7%
O=C(Nc1cccc(F)c1)c1ccc2c(c1)N(Cc1ccccc1)C(=O)c1ccccc1S2(=O)=O,0%[76.3 µM],-1%,5%
Cc1ccc(CNC(=O)CN2CCN(Cc3ccc(F)cc3Cl)C2=O)cc1,14%[76.3 µM],1%,-6%
COc1ccc(C(=O)NCc2nc(-c3cccc(C)c3)no2)cc1OC,1%[76.3 µM],?,-19%
Cn1c(=O)oc2cc(S(=O)(=O)N3CCCC(C(=O)NCc4ccccc4Cl)C3)ccc21 (stereo unspecified),13%[76.3 µM],0%,5%
COc1ccc(CCNC(=O)c2cc(=O)c3ccc(C)cc3o2)cc1OC,1%,4%,-1%
Cc1ccc(NC(=O)CSc2nnc(C)c(=O)[nH]2)cc1,-7%[76.3 µM],?,-12%
CCc1cccc(CC)c1NC1=NS(=O)(=O)c2ccccc21,-3%[76.3 µM],2%,-1%

# Not all compounds are listed; the hit share may differ from the screen's.
